# OPRM1-OPRD1 ag: agonists of human mu-delta opioid receptor heterodimerization; P35372+P41143; cells, OPRM1-OPRD1 heterodimerization, luminescence; activation, % at 9.3 µM; 340,000 compounds, 0.3% hits; AID 504326; in the data active = activation above about 18%;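 note: 0% = vehicle-treated cells and 100% = reference agonist; values of inactives mirror those of a sister screen read the other way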
# HTR5A inv ag: counter-screen for OPRM1-OPRD1 inverse agonists: human HTR5A inverse agonism; P47898; 340,000 compounds, 0.083% hits; HTR5A cell line, luminescence; AID 504634; inhibition, % at 9.3 µM; in the data active = inhibition mostly above about 23%, no sharp cut-off; inactive = mostly below about 18%;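 note: 0% = cells with DMSO and 100% = no-cell wells with DMSO; some compounds called inactive have numbers as strong as hits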
# Target sequence (P47898 whole entry, looked up): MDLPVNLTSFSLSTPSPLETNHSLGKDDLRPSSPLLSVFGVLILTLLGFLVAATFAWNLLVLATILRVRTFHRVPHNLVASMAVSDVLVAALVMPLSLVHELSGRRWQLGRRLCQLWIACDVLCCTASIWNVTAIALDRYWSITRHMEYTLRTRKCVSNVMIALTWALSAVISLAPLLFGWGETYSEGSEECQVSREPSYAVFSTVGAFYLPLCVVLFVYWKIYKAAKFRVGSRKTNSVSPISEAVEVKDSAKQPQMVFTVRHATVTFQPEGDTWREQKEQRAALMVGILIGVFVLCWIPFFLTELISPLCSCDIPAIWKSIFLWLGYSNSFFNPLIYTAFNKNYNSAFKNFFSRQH
# MOR-DOR inv ag: inverse agonists of human mu-delta opioid receptor heterodimerization. cell-based MOR-DOR heterodimer luminescence, inverse agonism. inhibition, % at 9.3 µM. 340,000 compounds, 0.21% hits; in the data active = inhibition above about 22%, passing the limit was not always enough;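 note: 0% = cells with DMSO and 100% = wells without cells with DMSO; values of inactives mirror those of a sister screen read the other way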
# Keap1 Nrf2 FP: Keap1-Nrf2 (human) interaction inhibition; Keap1 Kelch-Nrf2 peptide fluorescence polarization, 1536-well; 340,000 compounds, 0.15% hits; inhibition, % at 9.4 µM; AID 504523; in the data active = inhibition above about 12%;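 note: human Keap1 Kelch domain with fluorescein labeled Nrf2 9mer peptide probe; 0% = neutral control wells and 100% = peptide positive control; higher means more block of Keap1 binding to Nrf2 peptide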
# Target sequence (Q14145 whole entry, looked up, the tested form may be a part): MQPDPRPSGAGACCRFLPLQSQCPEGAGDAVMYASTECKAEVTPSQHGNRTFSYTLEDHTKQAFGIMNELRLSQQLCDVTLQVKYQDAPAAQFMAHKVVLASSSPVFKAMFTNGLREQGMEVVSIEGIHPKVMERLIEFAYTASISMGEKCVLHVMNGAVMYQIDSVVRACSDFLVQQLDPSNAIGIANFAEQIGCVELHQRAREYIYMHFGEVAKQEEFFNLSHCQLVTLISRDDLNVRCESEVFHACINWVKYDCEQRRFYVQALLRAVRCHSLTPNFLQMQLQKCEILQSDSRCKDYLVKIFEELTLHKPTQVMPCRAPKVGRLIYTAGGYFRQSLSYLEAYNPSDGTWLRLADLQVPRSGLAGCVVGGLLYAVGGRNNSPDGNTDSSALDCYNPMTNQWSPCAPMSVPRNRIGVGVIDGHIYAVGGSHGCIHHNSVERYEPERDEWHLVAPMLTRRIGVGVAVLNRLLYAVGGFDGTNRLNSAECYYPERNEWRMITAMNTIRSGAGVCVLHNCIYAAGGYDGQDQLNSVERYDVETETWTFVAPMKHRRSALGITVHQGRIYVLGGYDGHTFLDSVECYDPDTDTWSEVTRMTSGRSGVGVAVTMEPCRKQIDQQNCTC
# LANA DNA inh: blocks KSHV LANA C-terminal domain binding to DNA | MBP-C-LANA/FAM-LBS DNA binding, fluorescence polarization | inhibition, % at 9 µM | 340,000 compounds, 0.078% hits;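 active = highest replicate inhibition at or above 60% at 9 µM, even if other replicates fall short; inactive = all replicates below 60% inhibition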;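 note: 0% = neutral control wells and 100% = 4 µM acridine orange control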
# CAL-PDZ inh HTS: CAL PDZ (human) peptide binding inhibition | Q9HD26 | purified CAL PDZ, TMR-peptide fluorescence polarization, 1 h | inhibition, % at 24.9 µM | 300,000 compounds, 0.92% hits | AID 602252;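 active = mean inhibition of at least 30% with at least half of replicates also reaching 30%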;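 note: 0% = DMSO neutral control and 100% = excess unlabeled competitor peptide PRC23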
# cardiac RTF act: increases calcium sensitivity of human cardiac regulated thin filaments | AID 493008 | activation, % at 7.2 µM | 340,000 compounds, 0.24% hits | IANBD-labeled TnC RTF fluorescence at EC20 calcium; 0% EC20 calcium, 100% full calcium;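 active = activation above the mean over all tested compounds plus 3 SD, cut at about 30% in these data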;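 note: rise in fluorescence read as greater calcium sensitivity of cardiac thin filaments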
# HTR5A ag: HTR5A agonism, opioid heterodimer counter-screen | P47898 | HTR5A agonist assay, luminescence, cell-based | activation, % at 9.3 µM | 340,000 compounds, 0.61% hits; in the data active = activation mostly above about 9.5%, no sharp cut-off; inactive = mostly below about 7.6%;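 note: 0% = cells with vehicle only and 100% = reference agonist; strong numbers were not always called active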
# V-ATPase pH: regulators of yeast V-ATPase proton transport. 350,000 compounds, 0.37% hits. S. cerevisiae, pHLuorin cytosolic pH fluorescence. response, % at 10 µM. AID 504577; in the data active = response mostly above about 7.3%, no sharp cut-off; inactive = mostly below about 5.4%; note: actives read high; inactives centre near 0; some compounds called inactive have numbers as strong as hits; reference of the scale not given here
# Cardiac RTF inh: cardiac RTF calcium desensitization. IANBD-labeled cardiac RTF, Ca2+ fluorescence. inhibition, % at 7.15 µM. 340,000 compounds, 0.12% hits. AID 493244;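 active = inhibition above the mean inhibition of all tested compounds plus 3 SD, cut at about 17% in these data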;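 note: assay run at fixed EC70 calcium of 1.6 mM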
# Numbers without * were called inactive; x = no result given.
item	SMILES	OPRM1-OPRD1 ag	HTR5A inv ag	MOR-DOR inv ag	Keap1 Nrf2 FP	LANA DNA inh	CAL-PDZ inh HTS	cardiac RTF act	HTR5A ag	V-ATPase pH	Cardiac RTF inh
1	O=C(Nc1ccc([N+](=O)[O-])cc1)C1CC12CCC2 (configuration not stated)	-2.5	-5	12	1	-0.7	-2	-1	2	-4	-2
2	COCc1c(C)cc(C)c(/C=N/O)c1C	1.5	-19	-9	-2	-1.1	-2	6	7	4	-6
3	CCOC(=O)c1c(C)c(C(=O)NC2CCCCC2)c(C)n1CC	-1.4	3	8	-5	-1.1	x	3	-2	-1	3
4	Cc1nc(NC(=O)c2ccc(F)cc2)nc2cc3c(cc12)OCO3	-0.5	7	3	-4	3.6	2	11	3	-2	-2
5	COc1cc2c(C(F)(F)F)c(-c3ccsc3)oc(=O)c2cc1OC	-0.2	1	1	-4	-1.5	-3	3	0	-2	-6
6	O=C(Nn1cnnc1)c1ccc(F)cc1	-4.2	0	19	-1	-2.0	-5	-3	0	-4	5
7	CN(CC(=O)Nc1ccc(F)cc1)C(=O)C1CCN(S(=O)(=O)c2ccc3c(c2)OCCO3)CC1	-2.1	-20	11	-5	-1.5	-3	-4	5	2	-3
8	O=C(CSc1nc2nc[nH]c2c(=O)[nH]1)NC1CCCCC1	0.1	11	-1	0	-1.1	3	3	0	5	-8
9	CC(C)Nc1nc2c(c(=O)n(C)c(=O)n2C)n1C	-0.5	3	3	0	-2.0	0	7	-1	3	-1
10	CCN(CC)c1ccc(/C=N/NC(=O)c2c[nH]c3ccccc23)cc1	-1.2	-43	6	-1	1.3	-3	11	3	-1	0
11	CCC(CC)C(=O)N1CC(=O)Nc2ccc(C)cc2C1c1ccccc1 (configuration not stated)	-4.0	-19	18	0	-1.8	-8	0	5	-2	-3
12	O=C(CN1C(=O)COc2ccccc21)NCCCN1CCc2ccccc2C1	-4.2	-10	19	-2	-0.2	-1	-2	-1	1	-4
13	Cc1ccc(N=C2C(=O)Nc3ccccc32)cc1C	-7.8	22	43*	0	-1.7	4	0	-2	-6	1
14	CCCN(CC(=O)Nc1ccccc1OC)C(=O)C1=COCCO1	-2.8	3	11	-2	0.3	-4	-3	3	-3	4
15	O=C(COC(=O)Cc1cn2ccsc2n1)NCc1ccc2c(c1)OCO2	-1.7	-10	9	-2	0.4	-4	8	-2	0	-14
16	O=C(/C=C/c1ccc2c(c1)OCCO2)c1ccccc1	x	x	x	2	0.8	-6	x	x	-1	x
17	COC(=O)C1=C(C)N(c2ccc(C)c(C)c2)/C(=C/c2cccs2)C1=O	-3.0	-14	16	-3	10	x	1	4	-1	-5
18	O=C(Cn1cc(COc2cc(F)cc(F)c2)nn1)c1ccc(O)cc1	-2.0	-2	9	3	-2.7	1	4	0	4	-3
19	COc1ccc(Br)cc1CN(C)CC(=O)Nc1c(Cl)ccc(C)c1Cl	-3.0	2	16	2	1.0	-5	-5	3	-2	-6
20	Cc1ccc(C(=O)N/C(=C\c2ccccc2)C(=O)NCc2cccnc2)cc1	-2.5	16	13	-6	1.5	-4	-4	-1	0	-1
21	O=C(Nc1cccc(NC(=O)C2CCCO2)c1)C1CCCO1 (configuration not stated)	-2.4	-9	12	4	-0.3	x	5	4	1	0
22	Cc1ccc(N2CCN(C(=O)c3ccccc3NC(=O)c3ccccc3C(=O)O)CC2)cc1	3.5	-14	-17	-3	4.9	11	10	0	5	5
23	CCO[C@H]1OC(C(=O)N2CCN(Cc3ccc4c(c3)OCO4)CC2)=C[C@@H](c2ccc(Br)cc2)[C@@H]1CCCO	-0.2	-4	1	5	2.5	-2	2	0	6	-6
24	O=C(Nc1ccccc1[N+](=O)[O-])c1cc(S(=O)(=O)N2CCOCC2)cs1	-4.6	-14	24	3	-0.8	-2	-3	5	0	-4
25	CC(=O)NC(NC(=S)Nc1ccc(N=Nc2ccccc2C)cc1C)C(Cl)(Cl)Cl (configuration not stated)	-1.8	-3	11	-6	0.2	0	-6	9	-7	-2
26	CCN1C[C@@H]2[C@@H]3C(=O)N(Cc4ccccc4)C(=O)[C@@H]3[C@](Cc3ccccc3)(C1=O)N2C(=O)c1ccc(C)cc1	-1.8	-25	11	-2	0.2	-2	3	9	-6	-16
27	Cn1c(=O)[nH]c(=O)c2c1nc(Sc1ncccn1)n2CCCc1ccccc1	-2.7	-9	16	5	0.6	-3	7	3	-2	-7
28	CC1=C(C(=O)N(C)CCC#N)C2(CCCCC2)OC1=O	-2.0	-7	10	-1	0.7	-5	-3	2	1	2
29	COc1ccc(C(=O)NNC(=O)CSc2nnc(C)n2CC2CCCO2)cc1 (configuration not stated)	-1.2	-9	7	0	-0.6	x	2	5	0	-1
30	CCOC(=O)c1ccc(NCc2nc3ccccc3n2C)cc1	0.6	-24	-4	5	-0.8	-1	-2	9	6	0
31	Cc1cc(S(=O)(=O)NCCCN2CCOCC2)c(C)cc1Cl	-3.2	7	18	6	-0.2	-1	2	-2	-3	-2
32	O=C(Nc1nc(-c2ccccn2)cs1)c1ccc([N+](=O)[O-])o1	-1.0	4	5	-1	0.7	-3	-2	-1	5	10
33	Cc1nc2scc(-c3ccc(C(C)C)cc3)c2c(=O)n1N	x	x	x	-5	1.8	4	x	x	1	x
34	CCOC(=O)c1c(C)n(C)c2c(C)cc(O)c(OC(=O)CC)c12	3.5	16	-15	1	-0.6	-3	-3	10	-8	-1
35	CC(C)NC(=O)c1ccccc1NC(=O)CCS(=O)(=O)Cc1ccccc1	-1.6	6	9	-5	0.7	-3	5	2	-2	-2
36	O=C(COC(=O)c1ccccc1C(=O)c1ccc(Cl)c([N+](=O)[O-])c1)NC1CC1	-1.9	11	9	-9	0.1	7	8	-4	-2	-1
37	CNC(=O)COc1ccc(S(=O)(=O)Nc2ccc(C)cc2)cc1	-3.2	26	16	-2	-0.1	-6	-5	-6	1	-17
38	COc1ccc2nc(NC(=O)C3CCN(S(=O)(=O)c4cccs4)CC3)sc2c1	0.8	5	-4	-6	0.3	-1	2	0	0	2
39	Cc1cc(NC(=O)CCC(=O)N(c2cccc(F)c2)C(C(=O)NC2CCCC2)c2ccc(C)o2)no1 (configuration not stated)	1.7	4	-13	1	0.6	-2	0	-1	-3	-6
40	CC1(C)Cc2c(cnn2-c2ccccc2)C(NC(=O)CCN2CCCCO2)C1 (configuration not stated)	-2.6	5	14	-4	0.0	1	0	-1	0	-13
41	CCN(CC)S(=O)(=O)c1ccc(N/N=C/c2cc(OC)ccc2O)nc1	6.7	-13	-34	-1	-0.4	-4	5	-1	5	-5
42	Cc1ccc(S(=O)(=O)NC2c3cccc4cccc(c34)C2Sc2ncccn2)cc1 (configuration not stated)	0.5	-2	-3	5	2.2	-4	-3	0	-2	13
43	COc1cc(CNC2CCCC2)cc(Br)c1OCC(=O)Nc1ccccc1C	0.9	-11	-5	-4	-0.5	2	-2	3	-2	4
44	CCN(C(=O)CN1C(=O)NC2(CCCc3ccccc32)C1=O)c1ccc(F)cc1 (configuration not stated)	-0.9	6	4	2	3.7	5	-3	0	7	-9
45	CCOc1ccc(C(=O)/C=C/c2ccc(OC)c(OC)c2)cc1	-0.8	3	3	-7	3.0	61*	4	-1	-4	11
46	Cn1nc(C(=O)NNc2c(F)c(F)cc(F)c2F)c2ccccc2c1=O	-3.9	-16	18	1	2.9	-7	-1	6	6	-15
47	COc1ccc(N(CC(=O)Nc2ccc(C(C)C)cc2)S(=O)(=O)c2c(C)noc2C)cc1	5.5	-20	-27	-5	-0.6	0	3	2	5	-4
48	CC(=O)Nc1cccc(NC(=O)c2cc(C)on2)c1	-3.8	-14	20	0	-0.6	x	-1	4	1	2
49	CC1c2[nH]c3ccccc3c2CCN1S(C)(=O)=O (configuration not stated)	-1.0	-27	6	1	-2.6	-2	-5	2	0	-13
50	CC1CCCN(C(=O)c2ccc(NC(=O)CC3SC(N4CCCC4)=NC3=O)cc2)C1 (configuration not stated)	-1.0	-11	5	-2	-1.2	0	-1	4	-5	-6
51	c1ccc(SCCCCNC2CCCC2)cc1	3.5	-25	-25	-3	0.9	-5	0	9	-5	1
52	CC1CN(S(=O)(=O)N(C)C)CCN1S(=O)(=O)N(C)C (configuration not stated)	-0.6	-6	3	0	0.6	x	1	3	-2	-9
53	COc1ccccc1CNC(=O)COC(=O)c1ccc(S(=O)(=O)N2CCCC2)cc1	-2.7	1	15	3	0.1	x	1	0	0	-9
54	CC1(C)CC(CCNC(=O)CCl)(c2ccccc2)CCO1 (configuration not stated)	-1.8	8	9	-2	-1.0	-1	3	2	-3	-2
55	Cc1ccc(-c2nnc(NC3CCCC3)s2)cc1	-2.8	14	14	-1	0.0	-12	-6	-4	3	-2
56	CN(C(=O)COC(=O)c1ccccc1Cc1ccccc1)C1CCS(=O)(=O)C1 (configuration not stated)	-2.7	5	15	0	0.1	0	-3	5	0	2
57	Cc1ccccc1/C=C/c1nc2ccccc2c(=O)[nH]1	2.2	-3	-11	-4	0.9	0	2	1	-2	-8

# Some of these compounds in order of formula weight, high to low:
item	SMILES	OPRM1-OPRD1 ag	HTR5A inv ag	MOR-DOR inv ag	Keap1 Nrf2 FP	LANA DNA inh	CAL-PDZ inh HTS	cardiac RTF act	HTR5A ag	V-ATPase pH	Cardiac RTF inh
38	COc1ccc2nc(NC(=O)C3CCN(S(=O)(=O)c4cccs4)CC3)sc2c1	0.8	5	-4	-6	0.3	-1	2	0	0	2
53	COc1ccccc1CNC(=O)COC(=O)c1ccc(S(=O)(=O)N2CCCC2)cc1	-2.7	1	15	3	0.1	x	1	0	0	-9
44	CCN(C(=O)CN1C(=O)NC2(CCCc3ccccc32)C1=O)c1ccc(F)cc1 (configuration not stated)	-0.9	6	4	2	3.7	5	-3	0	7	-9
46	Cn1nc(C(=O)NNc2c(F)c(F)cc(F)c2F)c2ccccc2c1=O	-3.9	-16	18	1	2.9	-7	-1	6	6	-15
34	CCOC(=O)c1c(C)n(C)c2c(C)cc(O)c(OC(=O)CC)c12	3.5	16	-15	1	-0.6	-3	-3	10	-8	-1
32	O=C(Nc1nc(-c2ccccn2)cs1)c1ccc([N+](=O)[O-])o1	-1.0	4	5	-1	0.7	-3	-2	-1	5	10
54	CC1(C)CC(CCNC(=O)CCl)(c2ccccc2)CCO1 (configuration not stated)	-1.8	8	9	-2	-1.0	-1	3	2	-3	-2
33	Cc1nc2scc(-c3ccc(C(C)C)cc3)c2c(=O)n1N	x	x	x	-5	1.8	4	x	x	1	x
